Screening results: PubChem, several laboratories
Yfh1-depleted yeast: mitochondrial function rescue without frataxin homolog – Friedreich's ataxia, plus single-dose screen, dose response (AID 1465); actives 0.074% (n = 220,000); S. cerevisiae Yfh1-off respiration, WST-1 reduction, 72 h; higher fold induction means a stronger effect; fold induction at 50 µM; hits with a dose series show EC50 in µM;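 active = fold induction of absorbance versus untreated yeast above a set limit, then at least 30% activation at any dose in follow-up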;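 note: activators that raise dye reduction in frataxin-depleted yeast; strong numbers were not always called active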
TNAP activators: human TNAP enzyme activators, primary screen, biochemical, luminescent, no phosphate acceptor, uHTS (AID 1001); actives 0.03% (n = 200,000); purified TNAP, luminescent activation assay, no phosphate acceptor; higher activation fold means a stronger effect; one-dose activation fold at 20 µM; EC50 in µM for titrated hits; in the data active = activation fold from about 3, or a potency from the dose series; inactive = the rest, 99 in 100 with activation fold below about 1.6; note: many of its hits are not listed in these tables
M1AAP inhibition: P. falciparum M1AAP inhibitors, biochemical, fluorogenic H-Leu-NHMec substrate, 1536-well (AID 1445). recombinant M1AAP, H-Leu-NHMec fluorogenic kinetic assay; higher % means a stronger effect. inhibition, % at 30 µM, or IC50 in µM where a hit was titrated. actives 0.42% (n = 220,000);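 active = primary inhibition above the hit cutoff, then over 50% inhibition at one or more dose response concentrations, cut at about 23% in these data, passing the limit was not always enough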;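 note: plate controls were DMSO full reaction for no effect and no enzyme background for full effect; strong numbers were not always called active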
PMI inhibition: human PMI inhibitors, high substrate, primary screen, biochemical, fluorescence intensity, high mannose 6-phosphate (AID 1220) | recombinant PMI enzyme, coupled fluorescence intensity; higher % means a stronger effect | inhibition, % at 20 µM; hits with a dose series show IC50 in µM | actives 0.66% (n = 190,000)
LYP phosphatase: PTPN22 lymphoid phosphatase activity blockers – biochemical, fluorescence intensity, uHTS (AID 1779); recombinant LYP phosphatase, fluorescence intensity; higher % means a stronger effect; inhibition, % at 11.5 µM; hits with a dose series show IC50 in µM; actives 0.054% (n = 290,000);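 note: plate controls were vehicle with enzyme for no effect and no enzyme for full effect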
XIAP displacement: XIAP antagonists, biochemical, IAP family, fluorescence polarization (AID 1018) | displacement, % at 20 µM; hits with a dose series show IC50 in µM | XIAP BIR domain, fluorescence polarization peptide displacement; higher % means a stronger effect | actives 0.007% (n = 200,000); in the data active = displacement above about 50%; note: a part of the inactive calls stands beside numbers as strong as those of hits
M17LAP inhibition: P. falciparum M17LAP inhibitors, primary screen, biochemical, fluorogenic H-Leu-NHMec substrate, 1536-well (AID 1619) | recombinant M17LAP, H-Leu-NHMec fluorogenic kinetic assay; higher % means a stronger effect | inhibition, % at 30 µM; hits with a dose series show IC50 in µM | actives 0.38% (n = 220,000);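 active = compound inhibiting the enzyme by more than half at any dose during confirmatory dose-response retesting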;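 note: plate controls were full reaction with DMSO carrier for no effect and no enzyme background for full effect; strong numbers were not always called active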
human PMI inhibition: MPI enzyme activity inhibition – biochemical, fluorescence intensity, coupled assay, primary screen (AID 1209) | purified PMI enzyme, coupled fluorescence intensity; higher % means a stronger effect | actives 0.42% (n = 190,000) | inhibition, % at 20 µM, or IC50 in µM where a hit was titrated;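 note: plate controls were DMSO vehicle for no effect and wells lacking substrate for full effect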
WT yeast gro inh: growth inhibition of WT yeast, mitochondrial fusion screen; AID 1362; mitochondrial fusion phenotypic screen, WT strain; actives 2.1% (n = 190,000); inhibition, % at 10 µM; in the data active = inhibition above about 58%; tested in S. cerevisiae
WT yeast gro inh mutant strain: second read-out of WT yeast gro inh, no call of its own (marks repeat the call); inhibition, %; mitochondrial fusion phenotypic screen, mutant strain inhibition
Active calls of the source: *; i = inactive; . = not tested or not shown; & = joins results of further samples. Cut-off read from the data, not from the text of the source, unless noted: active = inhibition above about 50%; inactive = the rest.

SMILES	Yfh1-depleted yeast	TNAP activators	M1AAP inhibition	PMI inhibition	LYP phosphatase	XIAP displacement	M17LAP inhibition	human PMI inhibition	WT yeast gro inh	WT yeast gro inh mutant strain
C/C=C/COC(=O)c1[nH]c2c(c1C)C(=O)CC(c1ccc(N(C)C)cc1)C2 (stereo not given)	i	1.1	8%	-30%	-2%	-6.5%	7%	-7%	17	-1
CCOC(=O)c1c(NC(=O)Cn2nc([N+](=O)[O-])c(Br)c2C)sc2c1CCC(C)C2 (stereo not given)	i	1	-1%	-8%	2%	-3.9%	-2%	-3%	-9	-14
Cc1ccccc1-n1nc(C(=O)c2cccs2)cc(-c2nc3ccccc3[nH]2)c1=N	i	0.9	2%	6%	17%	-6.0%	3%	10%	-12	-19
COc1c(C)cc(C(=O)C2CCCN(C(=O)c3ccc4cc[nH]c4c3)C2)cc1C (stereo not given)	i	1.1	0%	8%	-5%	-1.3%	-4%	8%	5	9
COc1ccccc1CNC(=O)/C=C/c1ccc(Br)o1	i	1	4%	-26%	8%	-0.4%	0%	-26%	-9	-9
Cc1nc([N+](=O)[O-])cn1-c1ccc(N)cc1	i	1	4%	-6%	0%	-0.7%	17%	-5%	-8	-1
CC(/C=C1\SC(=S)N(NC(=O)c2ccc(C)cc2)C1=O)=C\c1ccccc1	i	1	5%	10%	-1%	-4.1%	9%	10%	-9	-6
Cc1ccc(-c2noc(CCCC(=O)Nc3cccnc3)n2)cc1	i	0.9	0%	-8%	-5%	-2.6%	8%	2%	0	-11
O=C(OCC#CCSc1nc2ccccc2o1)c1cc2ccccc2o1	i	1.1	-2%	14%	-2%	-0.6%	7%	15%	12	-6
CCCCCOC(=O)C1[C@H]2C(=O)N(CCCOC)C[C@]23C=C[C@H]1O3 (stereo not given in full)	i	1	3%	0%	-2%	-3.9%	11%	-8%	9	7
Cc1cc(=O)[nH]c(SCC2(O)C3CC4CC(C3)CC2C4)n1 (stereo not given)	i	1.1	-4%	-2%	-3%	-0.9%	9%	1%	14	16
COc1ccc(NC(=O)CCN2CCOCC2)c(OC)c1	i	1	-2%	-1%	-7%	-9.9%	-8%	0%	-12	-17
CCOC(=O)C1=C(C)NC(=O)NC1c1ccoc1 (stereo not given)	i	1.1	4%	6%	-7%	-0.5%	11%	7%	11	9
CCCN1CCC(=NNc2ccc(S(=O)(=O)N(CC)CC)cc2[N+](=O)[O-])CC1	i	0.9	10%	8%	0%	-5.7%	6%	7%	-13	3
O=C(NCC1CCN(S(=O)(=O)c2ccccc2)CC1)Nc1ccc(F)cc1	i	.	6%	.	-6%	.	0%	.	.	.
COc1ccccc1OCc1ccc(C(=O)NCc2ccco2)o1	i	1.1	3%	16%	-10%	-0.9%	4%	10%	12	8
COc1ccc(C(=O)Cn2c(Br)nc3c2c(=O)n(C)c(=O)n3C)cc1OC	i	1.1	-4%	2%	-9%	-3.2%	-10%	4%	7	4
CC1CN(C(=O)c2cc3ccccc3oc2=O)CC(C)O1 (stereo not given)	i	1.1	-3%	7%	-9%	-4.3%	-9%	-1%	-6	3
CCCn1c(N2CCN(CC(=O)Nc3ccc4c(c3)OCCO4)CC2)nc2ccccc21	i	1	-1%	6%	-1%	-1.7%	14%	16%	-4	-4
COc1cccc(C2=NOC(C(=O)Nc3cccc(C(C)=O)c3)C2)c1OC (stereo not given)	i	1.1	6%	7%	-3%	-4.8%	-2%	1%	5	4
CCOc1ccc(/C=N/NC(=O)c2c(-c3ccccc3)noc2C)cc1	i	1.1	0%	1%	-2%	-0.1%	10%	-2%	-9	16
C/C=C/c1ccc(OCCN2C(=O)NC(C)(C)C2=O)c(OC)c1	i	1.1	-4%	-12%	-9%	-12%	-8%	1%	-11	1
CSCCC(NC(=O)C12CC3CC(CC(C3)C1)C2)C(=O)OCC(=O)c1ccc(C)cc1 (stereo not given)	i	1.1	4%	9%	3%	-2.1%	2%	17%	-17	-3
O=C(COc1ncnc2ccccc12)NCCc1ccc(F)cc1	i	1.1	-4%	8%	-4%	-17%	6%	4%	16	11
CCC(CC)C(=O)Nc1ccncc1	i	1.1	6%	-4%	2%	-8.8%	-2%	-6%	13	-6
CNC(=S)Nc1cc(C(=O)N2CCCC2)ccc1N1CCCC1	i	1.1	3%	9%	-5%	1.3%	6%	-10%	2	1
CC(C)N(C(=O)CSc1nc2ccccc2n1Cc1ccccc1)C(C)C	i	1	-8%	4%	-2%	-2.7%	3%	8%	18	-4
C=CCn1c(=S)[nH]c2nc3c(cc2c1=O)CCCC3	i	1.1	5%	6%	-7%	-2.1%	10%	3%	1	27
CSCCC1NC(=O)N(CC(=O)Nc2c(C(C)C)cccc2C(C)C)C1=O (stereo not given)	i	1.1	4%	8%	-2%	-7.4%	-5%	-7%	0	5
Cc1ccc(-n2c(C(C)n3nc(C)c([N+](=O)[O-])c3C)n[nH]c2=S)cc1 (stereo not given)	i	1	4%	-3%	3%	-8.6%	22%	-3%	-4	-12
c1coc(-c2nc(-c3ccncc3)no2)c1	i	1.1	-2%	10%	-4%	-0.5%	11%	14%	-28	-32
C=C1CCN(C(C)C(=O)O)S(=O)(=O)c2ccccc21 (stereo not given)	i	.	2%	.	-6%	.	0%	.	.	.
Cc1ccc(N(CC(=O)NCC2CCCO2)S(C)(=O)=O)cc1Cl (stereo not given)	i	1.1	4%	43%	-2%	-6.1%	8%	50%	7	18
Cc1ccc(S(=O)(=O)N2CCCC2C(=O)n2nc(C)cc2C)cc1 (stereo not given)	.	1.1	2%	1%	-8%	-7.4%	-3%	10%	6	-7
O=C(COC(=O)c1ccc2ccccc2n1)c1ccc(F)cc1	i	1.1	10%	9%	-2%	-1.9%	9%	9%	-8	8
N#Cc1cc([N+](=O)[O-])ccc1Oc1cccc(/C=N/NC(=O)c2cccc(Cl)c2)c1	i	1	0%	5%	-6%	-5.4%	1%	13%	-6	-6
O=C(CSc1nnc(-c2ccc(Cl)cc2)n1-c1ccc(Cl)cc1)N/N=C/c1ccco1	i	1.1	1%	0%	3%	-7.4%	3%	2%	15	11
CCOC(=O)Cc1csc(NC(=O)NC2(C(F)(F)F)Oc3ccccc3O2)n1	i	0.8	3%	21%	-2%	-5.3%	6%	22%	7	-17
C=CCN1C(=O)C(Cc2ccc(OCC)cc2)S/C1=N\N=C\c1cccs1 (stereo not given)	i	1	-4%	2%	-3%	-3.0%	-6%	14%	32	21
COc1cc(OC)cc(C(=O)NC(=S)N2CCN(c3ccc(C(F)(F)F)cc3[N+](=O)[O-])CC2)c1	i	1	0%	-2%	1%	-7.3%	4%	7%	31	15

Single records, as listed above. Order of values: Yfh1-depleted yeast	TNAP activators	M1AAP inhibition	PMI inhibition	LYP phosphatase	XIAP displacement	M17LAP inhibition	human PMI inhibition	WT yeast gro inh	WT yeast gro inh mutant strain
c1coc(-c2nc(-c3ccncc3)no2)c1 as listed: i	1.1	-2%	10%	-4%	-0.5%	11%	14%	-28	-32
C=C1CCN(C(C)C(=O)O)S(=O)(=O)c2ccccc21 (stereo not given) as listed: i	.	2%	.	-6%	.	0%	.	.	.

Following part
SMILES	Yfh1-depleted yeast	TNAP activators	M1AAP inhibition	PMI inhibition	LYP phosphatase	XIAP displacement	M17LAP inhibition	human PMI inhibition	WT yeast gro inh	WT yeast gro inh mutant strain
Cc1ccc(C(=O)Nc2ccc(C(=O)N3CCCCC3)cc2)cc1	i	1.1	3%	10%	-11%	-0.2%	-2%	11%	3	6
CCC(=O)Nc1ccc(C(=O)Cn2ncc(Cl)c(Cl)c2=O)cc1	i	.	0%	.	-8%	.	7%	.	.	.
Cc1cc(NC(=O)CCC(=O)N(CCC(C)C)CC(=O)NCC2CCCO2)no1 (stereo not given)	i	1.1	2%	3%	-8%	3.4%	11%	0%	-11	-7
COC(=O)[C@H](C)NC(=O)Nc1ccc(Oc2ccccc2)cc1	i	1.1	-1%	9%	-3%	-3.0%	-2%	5%	-7	67
CCOC(=O)C1=C(C)N(C)C(C)=C(C(=O)OCC)C1c1ccc(Cl)cc1	i	1.1	3%	18%	-1%	-8.1%	-9%	13%	29	27
COc1ccc(C)cc1S(=O)(=O)N(C)CC(=O)N1CCCCCC1	i	1.1	11%	5%	-6%	-0.6%	14%	7%	-13	1
CN1CCN(NC(=S)Nc2ccccc2)CC1	i	1.1	3%	-11%	-4%	-1.4%	26%	-8%	-5	-4
CCCn1c(=O)c(C(=O)Nc2cnccn2)c(O)c2ccccc21	.	1.1	.	3%	0%	-4.6%	.	3%	.	.
Cc1ccc(S(=O)(=O)N2CCC(C(=O)NNC(=O)c3ccccc3)CC2)cc1	i	1.2	6%	3%	0%	5.8%	2%	0%	-10	15
O=C(NCc1ccccc1)c1c[nH]c2cc3c(cc2c1=O)OCCO3	i	1	-9%	0%	-5%	-1.4%	-6%	5%	0	-12

Continued; it opens with the 2 that closed the last part.
SMILES	Yfh1-depleted yeast	TNAP activators	M1AAP inhibition	PMI inhibition	LYP phosphatase	XIAP displacement	M17LAP inhibition	human PMI inhibition	WT yeast gro inh	WT yeast gro inh mutant strain
Cc1ccc(S(=O)(=O)N2CCC(C(=O)NNC(=O)c3ccccc3)CC2)cc1	i	1.2	6%	3%	0%	5.8%	2%	0%	-10	15
O=C(NCc1ccccc1)c1c[nH]c2cc3c(cc2c1=O)OCCO3	i	1	-9%	0%	-5%	-1.4%	-6%	5%	0	-12
CCn1c(=N)n(CC(=O)c2cccc(OC)c2)c2ccccc21	i	1.1	1%	-25%	-9%	-5.0%	10%	-16%	11	8
CCOc1ccc(C(=O)Nc2nncs2)cc1OCC	i	1	-6%	6%	3%	-3.0%	0%	16%	19	25
O=C(CN1CCOCC1)Nc1cc([N+](=O)[O-])ccc1Cl	i	1.2	-1%	8%	-7%	-3.3%	25%	1%	1	-1
CC(C)(C)c1cc(N)n(-c2ccc(C(=O)O)cc2)n1	i	1	5%	53%*	-7%	12%	-1%	23%	10	-1
O=C(COc1cccc2cccnc12)N/N=C1\SCC(=O)N1CCc1ccccc1	i	1	2%	-9%	-6%	-3.7%	1%	-4%	-11	-3
O=C(/C=C/c1ccccc1)CC(=O)c1ccccc1O	i	1	3%	-6%	-3%	-7.2%	2%	11%	10	11
N#Cc1c(Cn2cncn2)nc(=O)n(-c2ccccc2)c1N	i	1.2	-3%	11%	-4%	-0.7%	4%	8%	7	3
O=C(NC1CCCCC1)C(c1ccc2ncccc2c1)N(Cc1ccc(F)cc1)C(=O)c1ccc2c(c1)OCCO2 (stereo not given)	.	1	3%	8%	7%	-21%	6%	13%	4	-17
O=C(CSc1nnc2ccccn12)NNC(=O)c1ccc(Br)cc1	i	1.5	2%	2%	-1%	-8.9%	5%	3%	-2	1
CC1(C)CC(=O)C2=C(C1)N(Cc1ccco1)C(=O)C2(NC(=O)C1CCCCC1)C(F)(F)F (stereo not given)	i	1.1	-2%	3%	-10%	-8.1%	18%	2%	9	12
Cc1ccccc1NC(=S)N1CCN(Cc2ccccc2)CC1	i	1	1%	-4%	-2%	-4.8%	-8%	-1%	18	15
O=C1NCC(O)=C1C=NC12CC3CC(CC(C3)C1)C2	i	1.1&1.1	8%&1%	10%&-8%	3%&-2%	-2.1%&-1.3%	2%&-7%	11%&-5%	-4&17	1&9
